TNF death inh: blocks TNF-alpha induced death of Jurkat FADD-/- cells; Jurkat FADD-/- TNF necroptosis rescue, ATP luminescence, 24 h; 0 = TNF only, 100 = no-TNF cells; activation (protection from cell death), % at 10 µM; hit rate 0.068% among 220,000;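 active = activation, meaning protection from cell death, of at least 50% relative to plate controls; inactive = activation below 50%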;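 also: necroptosis triggered by 40 ng/mL TNF-alpha added together with compound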
Thrombin inh: blocks human thrombin protease activity | hit rate 0.26% among 220,000 | alpha-thrombin, Boc-VPR-AMC fluorogenic substrate cleavage | inhibition, % at 5 µM;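 active = inhibition at or above 40%; inactive = inhibition below 40%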;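 also: 0% = enzyme with no compound and 100% = wells without enzyme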
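Test system: human alpha-thrombin; medium: pH 7.5 Tris-saline with Tween 20; times: reaction at room temperature; signal: AMC fluorescence at 355 nm excitation and 460 nm emission; also added: Boc-VPR-AMC substrate, 15 µM final; dosing: one concentration per compound, 5 µM, with 0.2% DMSO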
FXIa inh: factor XIa (human) inhibition; purified FXIa, Boc-Glu-Ala-Arg-AMC fluorogenic substrate; hit rate 0.14% among 220,000; inhibition, % at 5 µM;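 active = inhibition of at least 40%; inactive = inhibition below 40%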;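 also: fluorescence of freed AMC excited at 355 nm; 0% = enzyme without compound and 100% = no enzyme blank; many of its hits are not listed in these tables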
Rad51 HR inh: blocks human Rad51 in homologous recombination; hit rate 0.085% among 200,000; inhibition, % at 10 µM; Q06609; hRad51 DNA strand exchange, fluorescence dequenching;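 active = inhibition above 40% at the single screening dose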;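 also: 0% = DMSO control wells and 100% = blanks with heterologous ssDNA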
Target sequence (Q06609 whole entry, looked up): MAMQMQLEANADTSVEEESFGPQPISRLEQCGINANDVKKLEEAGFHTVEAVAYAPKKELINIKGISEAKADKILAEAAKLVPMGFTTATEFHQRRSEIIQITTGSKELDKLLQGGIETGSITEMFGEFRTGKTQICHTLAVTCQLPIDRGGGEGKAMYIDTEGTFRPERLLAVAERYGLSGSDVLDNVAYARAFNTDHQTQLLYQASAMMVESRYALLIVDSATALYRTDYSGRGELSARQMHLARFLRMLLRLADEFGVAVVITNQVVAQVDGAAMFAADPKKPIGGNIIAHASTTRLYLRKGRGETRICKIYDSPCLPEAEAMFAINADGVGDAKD
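material = hRad51 filaments on single-stranded DNA | reagent = Donor/quencher-labelled 47-bp dsDNA substrate | compound = 10 µM final, single point | schedule = strand-exchange reaction 15 min at room temperature | measured by = fluorescein emission 520 nm, excitation 485 nm | read-out basis = % inhibition versus plate control and blank means | benchmarks = plate controls and plate blanks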
hK5 inh: blocks human kallikrein 5 protease activity; recombinant hK5, fluorogenic AMC substrate cleavage; inhibition, % at 5 µM; hit rate 0.59% among 210,000;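 active = inhibition of 40% or more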;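 also: 0% = enzyme controls without compound and 100% = no-enzyme blanks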
FXIIa inh: factor XIIa (human) inhibition. P00748. purified FXIIa, Boc-QGR-AMC fluorogenic substrate, 2 h. inhibition, % at 5 µM. hit rate 0.3% among 220,000; in the data active = inhibition above about 40%;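 also: 0% = enzyme with no compound and 100% = blank without enzyme; many of its hits are not listed in these tables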
Hck-Nef inh: blocks Nef-activated human Hck kinase; Recombinant Hck-YEEI plus Nef, Z-Lyte FRET kinase assay; inhibition, % at 20 µM; hit rate 0.68% among 220,000; AID 463187;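 active = Hck-Nef kinase inhibition above about 50%, limit read from the data; inactive = inhibition below that limit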;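 also: 0% = DMSO with Hck plus Nef and 100% = Hck alone without Nef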
Target sequence (P08631 whole entry, looked up): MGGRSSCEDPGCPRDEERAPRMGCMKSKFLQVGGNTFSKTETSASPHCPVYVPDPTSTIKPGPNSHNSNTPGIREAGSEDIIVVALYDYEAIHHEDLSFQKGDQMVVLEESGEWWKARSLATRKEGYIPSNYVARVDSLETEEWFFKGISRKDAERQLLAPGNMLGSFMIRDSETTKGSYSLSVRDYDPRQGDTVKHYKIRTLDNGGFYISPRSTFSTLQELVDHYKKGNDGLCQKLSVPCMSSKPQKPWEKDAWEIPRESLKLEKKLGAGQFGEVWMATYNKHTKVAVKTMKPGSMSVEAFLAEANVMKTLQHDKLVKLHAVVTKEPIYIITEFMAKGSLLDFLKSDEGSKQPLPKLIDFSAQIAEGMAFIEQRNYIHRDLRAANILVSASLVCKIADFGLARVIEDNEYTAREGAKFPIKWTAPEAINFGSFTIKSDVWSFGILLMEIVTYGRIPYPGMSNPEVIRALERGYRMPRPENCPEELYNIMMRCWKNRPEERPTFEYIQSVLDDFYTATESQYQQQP
Cl transport mod: KCC2 (human) Cl- transport modulation. Q9H2X9. KCC2 cells, thallium flux FluoZin-2 fluorescence. B-score of Tl+ flux slope (higher = more flux/activation; lower = inhibition) at 10 µM. hit rate 2.2% among 190,000. AID 1456;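 active = thallium flux slope and its plate-corrected score both differing from the plate sample mean at a set confidence after two filtering rounds, in either direction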;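 also: slope of fluorescence scaled to starting intensity during 10 to 20 s after thallium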
L929 necroptosis: L929 zVAD cell death inhibition. L929 zVAD necroptosis rescue, ATP luminescence, 24 h; with zVAD 60 µM. viability rescue, % at 10 µM. hit rate 0.38% among 220,000. AID 1377;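 active = activation, scaled between plate controls, above about 75%, limit read from the data; inactive = activation under that limit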;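 also: 0% = zVAD with DMSO and 100% = DMSO alone without zVAD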
Active calls of the source: *; i = inactive; / = not tested or not shown; & = joins results of further samples.

Structure	TNF death inh	Thrombin inh	FXIa inh	Rad51 HR inh	hK5 inh	FXIIa inh	Hck-Nef inh	Cl transport mod	L929 necroptosis
CN1CCS/C1=C/C=C1\SC(=S)N(CC(=O)O)C1=O	0.9	-4	-2	i	-1	5	21	i	2.1
CCN1CCN(C(=S)Nc2ccc3nc4n(c(=O)c3c2)CCCCC4)CC1	0.3	-4	5	7	0	7	2	0.16	2.0
CC1(C)Cc2ccccc2-c2nc3n(c(=O)c21)CCCS3	0.4	-11	-3	1	-1	2	24	-0.58	3.0
Cc1onc(-c2ccccc2)c1C(=O)N1CCN(C)CC1	0.2	1	-5	0	-2	4	0	0.3	-0.4
CCC(c1nnnn1C(C)(C)C)N1CCN(Cc2ccccc2OC)CC1 (stereo not drawn)	2.6	3	-6	-7	-12	5	18	-0.73	1.3
COc1ccc(Nc2nnc(SCC(=O)N3CC(=O)Nc4ccccc43)s2)cc1	0.8	-4	-3	/	-6	0	4	-1.7	1.8
COC(=O)/C=C\C(=O)Nc1cccc([N+](=O)[O-])c1	2.3	-16	-3	7	-5	-1	-5	-0.19	1.0
COCCN(C(=O)CSc1nnc(C)n1Cc1ccccc1)c1c(N)n(CC(C)C)c(=O)[nH]c1=O	0.2	-6	9	7	-4	3	18	-0.18	0.7
CC1=C(C)CC(C(=O)NCc2ccc3c(c2)OCO3)C(C(=O)O)C1 (stereo not drawn)	-0.7	-2	5	6	-20	4	5	-0.2	0.9
O=C(CSc1n[nH]c(-c2cc(Cl)ccc2Cl)n1)NCCN1C(=O)CSC1=O	3.3	-7	3	-43	-10	7	0	0.65	1.0
CC(=O)c1cccc(NC=C2C(=O)OC3(CCCCC3)OC2=O)c1	-1.1	5	16	15	-2	8	1	-0.075	-0.3
COc1cc([N+](=O)[O-])ccc1NC(=O)CN1CCCC1	1.1	3	-3	34	-6	6	5	-0.048	-0.6
COc1ccc(C)cc1NC(=O)NNC(=O)C1CCC(C(C)(C)C)CC1 (stereo not drawn)	3.4	-4	-1	/	/	3	-11	-0.021	1.3
COc1ccc(OCCCC(=O)Nc2nncs2)cc1	-1.5	-1	15	-5	-20	12	0	0.75	0.2
CCC(=O)Nc1ccc(NC(=O)Cc2ccccc2)cn1	-0.9	2	24	5	-18	-1	3	0.11	-0.9
COc1ccc(CN(CC2CCC(C(=O)O)CC2)C(=S)Nc2cc(Cl)ccc2OC)cc1 (stereo not drawn)	-1.5	-4	1	/	/	8	-8	-2.5	-0.3
COc1ccc(-c2nc3cc(NC(=S)NC(=O)Cc4ccccc4)ccc3o2)cc1	1.1	1	10	1	-22	17	6	1.4	0.5
COCCn1c(C)cc(C(=O)CN2C(=O)NC3(CCCCCCC3)C2=O)c1C	0.2	-16	-5	-5	-20	2	3	0.8	2.9
CC1=C(C(=O)Nc2ccccc2)C(c2cccs2)NC(=O)N1 (stereo not drawn)	-1.0	-5	-4	2	-8	1	-9	0.52	0.1
O=C(NCCN1CCN(c2ccccc2)CC1)c1cccc(Br)c1	0.4	1	8	5	4	13	0	/	0.0
O=C(Nc1ccccc1C(=O)NCc1ccco1)Nc1cccc2ccccc12	-9.0	0	15	7	-1	7	21	0.59	-0.9
Fc1ccc(Nc2ccnc(Nc3ccc(F)cc3)n2)cc1	2.5	-2	15	-35	-8	19	48	-0.12	1.3
CC(O)Cc1nsc(NC(=O)c2ccc(Br)o2)n1 (stereo not drawn)	-0.1	-4	0	11	-2	3	0	0.23	-0.2
c1ccc(-n2ncc3c2ncn2c(C4CCCCC4)nnc32)cc1	1.2	1	-2	-1	2	1	1	/	2.6
Cc1ccc2nc(Cl)nc(-c3ccccc3)c2c1	-0.5	-4	2	0	6	9	35	-0.93	1.7
O=C(Cn1nnc(-c2ccccc2)n1)NCc1cccs1	-2.1	-9	-5	1	-15	14	0	-1.1	0.3
COc1ccc(NC(=O)c2ccc(NS(=O)(=O)c3c(C)noc3C)cc2)cc1OC	-3.1	3	5	0	-2	16	2	0.19	0.1
O=C(CN1C(=O)NC(Cc2c[nH]c3ccccc23)C1=O)Nc1cccc(S(=O)(=O)N2CCOCC2)c1 (stereo not drawn)	1.6	-11	2	-19	-10	5	-10	-0.0011	2.7
Cn1c(=O)c2c(nc(Sc3ncnn3CC(=O)N3CCOCC3)n2C)n(C)c1=O	5.5	-3	1	-4	2	4	-5	0.45	0.4
O=C(O)CCCN=C1NC2(CCCC2)Cc2ccccc21	-1.5	-6	0	-5	-16	9	7	-0.17	0.6
O=C(O)CN1CCN(Cc2ccccc2Cl)C1=O	0.4	/	/	6	/	/	1	-0.34	-0.1
Cc1ccc2cc(CN(CCN(C)C)C(=S)Nc3ccccc3)c(=O)[nH]c2c1C	5.3	-7	-5	-4	1	3	17	-0.37	-1.2
NC(=O)c1ccc(NC(=O)COC(=O)c2ccc([N+](=O)[O-])cc2)cc1	3.3	-11	0	-15	13	0	1	0.009	1.4
O=C(N/N=C/c1oc(O)c2ccccc12)c1ccccc1O	-0.2	1	6	-12	5	11	10	1.1	0.3
COc1ccc(CCNC(=O)C2CCCN2S(=O)(=O)c2ccc(F)cc2)cc1OC (stereo not drawn)	-0.3	-6	8	0	1	13	17	0.67	-1.2
Cc1cccc(C)c1NC(=O)N1CCC(N2CCCCC2)CC1	-1.7	-5	-4	8	1	-7	2	0.26	0.2
COC(=O)c1cn(NC(=O)c2ccc(OC)c(OC)c2)c(=O)c2ccccc12	-1.4	-4	-2	-6	-4	8	0	0.27	-0.2
O=C(NCCCn1ccnc1)c1nn2c(C(F)(F)F)cc(-c3ccc(Br)cc3)nc2c1Cl	-1.4	-3	-4	/	-18	2	2	0.78	1.4
CC12CCC(=O)N1C(C(=O)OCC(=O)Nc1ccc(S(N)(=O)=O)cc1)CS2 (stereo not drawn)	0.9	-13	8	3	-2	18	2	1.4	0.5
CCOc1cc(N2CCOCC2)c(OCC)cc1NC(=O)COC(=O)CCc1c[nH]c2ccccc12	-1.4	-14	-1	1	-7	-2	1	-0.43	0.2
Fc1ccccc1N1CCN(c2nc3ccccc3n3nnnc23)CC1	-1.0	1	4	2	3	15	-1	0.17	2.6
CC1=C(C(=O)OC(C)C)C(c2ccco2)NC(=O)N1 (stereo not drawn)	-1.3	-3	0	-3	-1	9	1	1.1	0.9
O=c1cc(CN2CCN(c3ccccc3F)CC2)c2cc(O)c(-c3ccccc3)cc2o1	0.4	-2	-4	/	-7	3	3	0.013	/
O=C(CSc1nc2[nH]ncc2c(=O)[nH]1)NCCc1ccccc1	1.1	3	-8	1	-22	-1	-10	1.3	1.0
COc1ccc(Br)cc1CNC(C)c1ccccc1 (stereo not drawn)	1.6	-3	7	/	-9	10	3	0.18	-0.7
COc1ccccc1-n1cnnc1SCC(=O)Nc1cc(C)on1	-0.3	1	-3	30	-6	4	18	1	-0.1
Cc1ccc(-n2ncc3c(NCCCN4CCCC4=O)ncnc32)c(C)c1	-0.1	1	7	/	-7	13	3	0.021	/
O=C(CO)N/N=C/c1c2ccccc2cc2ccccc12	-0.2	-7	-3	2	-1	7	-19	-2	9.3
O=C(Nc1ccccc1CC[N+](=O)[O-])N1CCN(c2ccccc2)CC1	-0.5	-3	-3	1	-2	5	18	/	6.5
CC1(C)C(c2cccs2)=[N+]([O-])C2(CCCCC/C2=N\NC(N)=O)N1O (stereo not drawn)	0.2	4	8	3	6	17	-23	-1.1	0.7

Next section; the last 4 above are carried over.
Structure	TNF death inh	Thrombin inh	FXIa inh	Rad51 HR inh	hK5 inh	FXIIa inh	Hck-Nef inh	Cl transport mod	L929 necroptosis
Cc1ccc(-n2ncc3c(NCCCN4CCCC4=O)ncnc32)c(C)c1	-0.1	1	7	/	-7	13	3	0.021	/
O=C(CO)N/N=C/c1c2ccccc2cc2ccccc12	-0.2	-7	-3	2	-1	7	-19	-2	9.3
O=C(Nc1ccccc1CC[N+](=O)[O-])N1CCN(c2ccccc2)CC1	-0.5	-3	-3	1	-2	5	18	/	6.5
CC1(C)C(c2cccs2)=[N+]([O-])C2(CCCCC/C2=N\NC(N)=O)N1O (stereo not drawn)	0.2	4	8	3	6	17	-23	-1.1	0.7
COC(=O)CN(C#N)c1nc(N(C)C)nc(N(C)C)n1	0.5	8	-7	-23	-4	2	22	0.11	5.4
COc1ccc(CCN(C)C(=O)C2CCCN(Cc3ccc(OC)c(OC)c3)C2)cc1OC (stereo not drawn)	0.6&0.3	-9&-5	2&-4	-1&-4	-24&-3	13&6	5&18	1.2	0.3&1.4
COc1ccccc1CN(Cc1nc2ccccc2c(=O)[nH]1)C(=O)Nc1ccccc1C	-3.5	-2	-1	-11	-5	12	1	/	0.8
CCC(C)[C@@H](C(=O)Nc1ccc2c(c1)OCO2)N1Cc2ccccc2C1=O (stereo partly drawn)	0.4	-9	1	-3	-23	24	1	/	1.0
CCOC(=O)c1ccc(NC(=O)CN2CCc3ccccc3C2)cc1	1.0	-9	-7	7	-1	1	7	-1.5	-0.9
COc1cccc2cc(C(C)N(CCCN3CCOCC3)C(=S)Nc3ccccc3C)oc12 (stereo not drawn)	-0.1	-1	-2	6	24	10	22	-1.6	-0.5
COc1ccccc1/C=N/NC(=O)c1ccccc1Cl	0.7	-2	-3	9	-9	3	25	-0.82	1.6
O=C(OC1CCN(c2ncc(C(F)(F)F)cc2Cl)CC1)c1ccc(Cl)cc1	-3.4	4	2	-31	2	2	3	0.074	0.0
CCOC(=O)c1ccc(NC(=O)N2CCN(c3cccc(OC)c3)CC2)cc1	1.0	1	-6	5	-4	1	1	-0.089	1.8
CN(C(=O)COC(=O)/C=C/c1cn(-c2ccccc2)nc1-c1ccc2c(c1)OCCO2)C1CCS(=O)(=O)C1 (stereo not drawn)	6.2	-8	1	4	1	10	17	0.44	6.4
O=C(C(=S)N1CCOCC1)c1c[nH]c2ccccc12	0.7	5	2	1	8	10	-1	1.5	2.1
COc1ccccc1N1CCN(C(=O)C(=O)N/N=C/c2cccc(O)c2)CC1	-3.4	-11	-9	-6	-20	-6	1	-0.39	0.2
O=C(CNC(=O)c1ccccc1O)N/N=C/c1cc(Br)ccc1OC(=O)/C=C/c1ccco1	-11	3	-5	4	-7	7	17	-0.25	3.5
CN(NC(=O)C(C)(C)C)c1nc(-c2ccccc2)nnc1C(F)(F)F	-0.7	-5	-7	-7	3	-2	-17	-1.1	-0.3
CN=c1c([N+](=O)[O-])nn(-c2ccc3c(c2)OCCO3)n1O	-2.8	-6	-4	10	-7	-1	-10	0.82	1.7
O=C(N/N=C/c1ccc(Br)s1)c1ccncc1	-0.3	20	5	-3	9	15	12	0.65	0.4
Cc1ccc(N/N=C(\C#N)C(=O)c2ccsc2)cc1	-0.8	-3	2	16	-3	7	9	-1.9	0.3
COc1cccc(C2=NN(S(C)(=O)=O)C(c3cccs3)C2)c1 (stereo not drawn)	2.3	-3	-2	/	/	7	-1	-0.97	-0.2

High-throughput results: PubChem, several laboratories

Only part of the results is shown; rates above refer to the full screens.
